Assay outcomes deposited in PubChem by The Scripps Research Institute Molecular Screening Center.
MITF inh = MITF inhibitors, primary screen, biochemical, AlphaScreen, human; Microphthalmia-associated transcription factor (Homo sapiens), O75030; AlphaScreen MITF homodimerization, bead proximity signal; hit rate 0.91% among 650,000; inhibition, % at 2.6 µM; AID 1259374, 2018; in the data active means inhibition above about 50%;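 further: 0% = vehicle wells with protein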
TEAD-YAP block = TEAD-YAP interaction inhibition, primary screen, TEAD-YAP interaction inhibitor project, luminescence, HEK-TIYL cells. TEAD-Gal4/YAP UAS-luciferase luminescence. inhibition, % at 9.12 µM. hit rate 1.4% among 640,000. AID 1259422, 2018; in the data active means inhibition above about 32%;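 further: 0% = median of test compound wells and 100% = reference inhibitor wells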
FBW7 act = FBW7 E3 ligase activators, primary screen, biochemical, AlphaScreen, human; AlphaScreen FBW7–phospho-cyclin E peptide binding, activator screen; normalized activity (activation), % at 26.1 µM; hit rate 0.13% among 650,000; AID 1259310, 2017; in the data active means normalized activity above about 1.9%;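 further: purified mutant Fbw7 with reduced substrate affinity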
Target sequence (Q969H0 whole entry, looked up): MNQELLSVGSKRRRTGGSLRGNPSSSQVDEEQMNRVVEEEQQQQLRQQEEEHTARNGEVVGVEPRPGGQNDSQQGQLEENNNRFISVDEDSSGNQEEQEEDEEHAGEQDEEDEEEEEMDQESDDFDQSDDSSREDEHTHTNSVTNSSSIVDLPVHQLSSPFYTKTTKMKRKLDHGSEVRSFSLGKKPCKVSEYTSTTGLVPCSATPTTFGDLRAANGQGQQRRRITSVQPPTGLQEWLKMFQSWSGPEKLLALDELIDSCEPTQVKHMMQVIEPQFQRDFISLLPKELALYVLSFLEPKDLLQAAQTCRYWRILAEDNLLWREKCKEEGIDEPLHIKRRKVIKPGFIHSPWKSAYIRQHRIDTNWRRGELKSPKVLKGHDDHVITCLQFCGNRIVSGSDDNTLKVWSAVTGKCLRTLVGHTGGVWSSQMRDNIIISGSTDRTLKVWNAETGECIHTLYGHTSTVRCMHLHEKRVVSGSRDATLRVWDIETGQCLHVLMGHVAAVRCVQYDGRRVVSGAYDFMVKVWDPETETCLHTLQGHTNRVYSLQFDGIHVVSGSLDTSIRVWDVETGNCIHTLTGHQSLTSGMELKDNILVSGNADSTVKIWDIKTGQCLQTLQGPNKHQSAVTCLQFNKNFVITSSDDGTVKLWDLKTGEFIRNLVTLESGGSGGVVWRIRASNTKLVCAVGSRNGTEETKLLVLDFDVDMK
GPR151 ag = activators of human GPR151, primary screen, cell-based, PathHunter beta-arrestin, luminescence | hit rate 1% among 650,000 | activation, % at 11.2 µM | PathHunter beta-arrestin GPR151 cells; in the data active means activation above about 4.9%;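 further: 0% = median of compound wells and 100% = cells with positive control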
* hit, by the source's call.

SMILES	MITF inh	TEAD-YAP block	FBW7 act	GPR151 ag
CCOc1ccc(NC(=O)c2sc3ncnc(N4CCC(C)CC4)c3c2C)cc1	1.5	-5.0	0.0	-0.9
C[C@H](O)[C@H]1NC(=O)[C@H]2CN(Cc3cccc4cccnc34)CCN2C1=O	-1.5	-5.9	-0.2	0.0
COCCOc1cc(-c2cn[nH]c2)ccc1NC(=O)NCc1cccc(OC)c1	4.0	-10.3	0.1	-0.3
Cc1c(-c2ccc(Cl)cc2)[n+](=O)c2c(n1[O-])CCCC2	6.4	7.1	0.6	-1.4
CC(C)NC(=O)CN1C(=O)COc2ccc(S(=O)(=O)N3CCOCC3)cc21	-14.5	3.0	-0.1	-0.3
Cc1ccc(CNc2oc(-c3ccc(C)cc3)nc2C#N)cc1	-2.9	-9.8	0.0	1.0
Cc1[nH]c(=O)[nH]c(=O)c1S(=O)(=O)N1CCCN(Cc2ccccc2Cl)C1	4.5	3.4	-0.1	-1.2
COc1ccc(OCC(=O)N=c2sc3cccc(F)c3n2C)cc1	-0.8	10.1	0.0	-0.8
COc1ccc(OC(C)=O)c(/C=N/NC(=O)C(C)Oc2ccccc2Br)c1 (stereo not drawn)	9.4	16.2	-0.2	0.7
O=C(Nc1nc(-c2ccc(Br)cc2)cs1)c1ccc(S(=O)(=O)N2CCc3ccccc32)cc1	12.3	7.6	0.1	-1.1
CC1=Cc2ccccc2OC1C#Cc1ccccc1 (stereo not drawn)	0.2	3.5	0.0	0.7
O=C(CCNc1cccc(Cl)c1)c1ccc([N+](=O)[O-])cc1	9.4	7.5	-0.3	1.1
COc1ccc(-n2nc(C(=O)NCC(=O)Nc3ccc(Br)cc3C)c3ccccc3c2=O)cc1OC	0.1	8.8	-0.1	0.9
CCOC(=O)C1=C(C)Nc2ncnn2C1c1ccc(C(=O)OC)cc1 (stereo not drawn)	-3.9	0.7	0.0	1.0
CCCSc1nnc2c(=O)[nH]c(=O)[nH]c2n1	4.7	13.3	0.3	0.9
CC(C)(C)c1ccc(OCC(=O)Nc2ccc3c(c2)oc2ccccc23)cc1	4.6	6.7	-0.1	1.4
CN(CCC#N)C(=O)c1cc2c(s1)-c1ccccc1SC2	1.7	-71.9	0.0	-1.2
Cc1cccc(-c2cc(C(=O)NCc3ccccc3)c3ccccc3n2)c1	10.1	20.5	0.0	-0.5
O=C(Nc1nc(-c2ccc(Br)cc2)cs1)c1cccnc1	3.1	-1.4	0.1	-0.7
CCC(=O)NC(=S)Nc1cc(-c2nc3ncccc3o2)ccc1C	-1.4	-4.7	0.0	-0.1
CCc1ccc(Nc2ncnc3c2cnn3-c2ccccc2)cc1	-4.4	-90.5	-0.1	0.9
CN(C)c1ccc(/C=N/NC(=O)CCN2C(=O)C3CCC(C)(C2=O)C3(C)C)cc1 (stereo not drawn)	1.2	4.7	-0.1	-2.1
CC1NC(=O)N(c2ccc(Cl)c(Cl)c2)OC1=O (stereo not drawn)	-4.3	-7.9	-0.3	-0.9
COc1cc(NC(=O)c2ccc(CNc3c(N4CCCCC4)c(=O)c3=O)cc2)cc(OC)c1	3.2	-6.3	0.4	0.0
Cc1cccc(NS(=O)(=O)c2cc3c(cc2Cl)NC(=O)CO3)c1	9.9	0.4	0.1	-1.5
CSc1ccc(/C=C2\SC(=O)N(C)C2=O)cc1	10.2	-6.8	0.0	1.5
CC1CCN(C(=O)c2ccc(Cl)nc2)CC1	9.8	5.0	0.3	2.1
O=c1[nH]c(CSc2ncn[nH]2)nc2ccccc12	5.0	10.6	-0.1	-0.5
CC(=O)Nc1ccc(N2C(=O)/C(=C\c3cccs3)SC2=S)cc1	-11.3	-4.5	-0.2	0.1
COc1ccc(Br)c2c1-c1nc(NC(C)=O)sc1C2	-14.0	-16.4	-0.1	-2.0
O=C(c1ccc(F)cc1)N1CCN=C1SCc1cccc([N+](=O)[O-])c1	7.5	-6.2	0.1	1.7
O=C(NC(c1ccc(F)cc1)c1ccccn1)C1CCN(C(=O)c2ccoc2)CC1 (stereo not drawn)	1.7	7.8	0.3	0.0
Cc1ccc(NC(=O)C(=O)NCCCOC(C)C)c(C)c1	-21.4	-3.0	0.4	0.6
Cc1cc(C)cc(NC(=O)CSc2ccnc(=O)[nH]2)c1	15.8	-5.2	0.1	-2.3
Cc1c(NC(=O)COc2ccc(C(=O)c3ccccc3)cc2)cccc1-n1cnnn1	7.8	-2.4	0.2	-0.9
Cc1ccc(NC(=O)c2cc3c(=O)n4cccc(C)c4nc3n2C)cc1	-3.4	-2.0	-0.2	0.1
Cc1cc(Nc2ccc(OCCN3CCCCC3)cc2)nc(-c2ccc(N(C)C)cc2)n1	20.0	-2.3	0.1	-0.9
CCOC(=O)CC(=O)CSc1nc2c(sc(=S)n2-c2ccc(C)c(C)c2)c(=O)n1-c1ccc(F)cc1	1.4	4.2	-0.1	0.2
CCc1c(C)sc2nc(C(C)C)n3c(=O)n(CCN(C)C)nc3c12	11.8	0.2	0.1	0.1
CCOC(=O)C(CCCOc1ccccc1C)C(=O)OCC	2.4	1.5	0.0	-1.0
Cc1cccc(NC(=O)/C(=C/c2cccc([N+](=O)[O-])c2)NC(=O)c2ccc(F)cc2Cl)c1	-1.7	5.7	0.0	0.1
COCCn1c(Cc2ccccc2)nnc1SCC(=O)N(C)C	16.3	-8.5	-0.1	0.2
COc1ccc(C(=O)OCC(=O)Nc2ccccc2)cc1[N+](=O)[O-]	8.0	4.6	-0.1	0.9
CC1(C)CC(=O)C(C=NCc2ccc(Cl)c(Cl)c2)=C(O)C1	-9.6	-1.5	-0.1	4.3
O=C(Cc1cccs1)Nc1nnc(SCC(=O)NC2CCCCC2)s1	5.0	4.1	-0.1	0.1
O=C(NC(Cc1ccccc1)C(=O)Nc1nc(-c2ccccc2)cs1)Oc1ccccc1 (stereo not drawn)	20.1	10.0	0.1	0.7
Cc1cc(-c2nnc(CCC(=O)NCCc3cccc(Cl)c3)o2)no1	-7.8	2.2	0.0	-0.5
O=c1c(Oc2ccccc2Br)coc2cc(OCc3ccccc3)ccc12	10.5	-2.8	0.3	2.2
CCSc1nnc(-c2cc(Br)ccc2NC(C)=O)c(=O)[nH]1	2.2	3.0	-0.1	0.4
COc1ccc(-c2nn3c(SCC(=O)NC4CCCCC4)nnc3[nH]c2=O)cc1	-5.9	-5.8	0.1	2.5

Filtered by structure: those above with a furan ring, fused or not
SMILES	MITF inh	TEAD-YAP block	FBW7 act	GPR151 ag
CC(C)(C)c1ccc(OCC(=O)Nc2ccc3c(c2)oc2ccccc23)cc1	4.6	6.7	-0.1	1.4
O=C(NC(c1ccc(F)cc1)c1ccccn1)C1CCN(C(=O)c2ccoc2)CC1 (stereo not drawn)	1.7	7.8	0.3	0.0

Next section:
SMILES	MITF inh	TEAD-YAP block	FBW7 act	GPR151 ag
S=c1nc2[nH]c3ccccc3c2n[nH]1	2.4	-4.0	-0.2	1.3
CCCCCCn1c(SCC(=O)c2ccccc2)nc2c1c(=O)[nH]c(=O)n2C	8.3	9.8	-0.1	0.0
COc1ccc(C2=NN(C(=O)c3ccc(Br)o3)C(c3ccccc3)C2)cc1OC (stereo not drawn)	1.9	1.1	-0.1	0.0
CCOC(=O)c1sc(NC(=O)CN2C(=O)c3ccccc3C2=O)c(C(=O)OCC)c1C	-2.6	2.5	-0.1	0.2
CCOC(=O)CC(NS(=O)(=O)c1cc(Cl)c(OC)cc1Cl)c1ccc(C)cc1 (stereo not drawn)	0.2	6.6	0.3	-1.1
COc1ccc(-c2nn(CC(=O)N(C)C)c(=O)o2)c2ccccc12	-6.6	-2.2	-0.1	0.3
COc1cccc(NC(=O)C2CCCN2C(=O)Nc2cccc(F)c2)c1 (stereo not drawn)	1.3	2.1	-0.2	-0.9
COc1cc(NC(=O)c2cnc(-c3cccc(N)c3)s2)cc(OC)c1OC	2.6	-7.7	-0.1	-0.6
CC1C=CCC2C(=O)N(c3ccc4ccccc4c3)C(=O)C12 (stereo not drawn)	4.9	-0.2	0.0	0.1
CCCCC1CN(CCC(=O)NCc2cn3ccccc3n2)Cc2ccccc2O1 (stereo not drawn)	-6.1	17.4	0.7	-0.6

An excerpt of these results, as comma-separated lines:
SMILES,MITF inh,TEAD-YAP block,FBW7 act,GPR151 ag
CC(=O)Nc1ccc(N2C(=O)/C(=C\c3cccs3)SC2=S)cc1,-11.3,-4.5,-0.2,0.1
COc1ccc(-c2nn3c(SCC(=O)NC4CCCCC4)nnc3[nH]c2=O)cc1,-5.9,-5.8,0.1,2.5
COCCOc1cc(-c2cn[nH]c2)ccc1NC(=O)NCc1cccc(OC)c1,4.0,-10.3,0.1,-0.3
O=C(CCNc1cccc(Cl)c1)c1ccc([N+](=O)[O-])cc1,9.4,7.5,-0.3,1.1
Cc1[nH]c(=O)[nH]c(=O)c1S(=O)(=O)N1CCCN(Cc2ccccc2Cl)C1,4.5,3.4,-0.1,-1.2
CCOC(=O)c1sc(NC(=O)CN2C(=O)c3ccccc3C2=O)c(C(=O)OCC)c1C,-2.6,2.5,-0.1,0.2
CSc1ccc(/C=C2\SC(=O)N(C)C2=O)cc1,10.2,-6.8,0.0,1.5

Remaining list, next part.
SMILES	MITF inh	TEAD-YAP block	FBW7 act	GPR151 ag
COc1ccc(OCc2nnc(-c3ccccc3)o2)cc1	-5.8	-24.5	0.0	0.5
O=P(O)(OC(c1ccccc1)C(F)(F)F)c1ccccc1 (stereo not drawn)	-7.8	-4.8	0.3	-0.7
O=C(Nc1cccc(Cl)c1)C1CCCN1S(=O)(=O)c1cccc2cccnc12 (stereo not drawn)	0.7	-18.3	0.1	-0.3
COc1ccccc1N1CCN(c2cc(C)nc3nc(C)nn23)CC1	18.1	20.9	-0.1	0.5
CC1=NN(Cc2cccc(C(F)(F)F)c2)C(=O)c2ccccc2O1	3.2	1.7	0.1	-0.7
CSc1ccc(NC(=O)CC[C@H]2CN(Cc3ccccc3)CC[C@H]2N(C)C)cc1	2.3	5.5	-0.2	2.1
COCCn1c(=NC(=O)c2ccc(S(=O)(=O)N(C)C)cc2)sc2cc(F)ccc21	-0.7	6.5	-0.1	-0.8
COc1ccc(-c2cc(=O)c3cc(Cl)ccc3o2)cc1OC	-15.2	-9.1	-0.1	0.1
O=C1CC(N(CCc2ccccc2)C(=O)c2cccc(F)c2)C(=O)N1c1ccccc1 (stereo not drawn)	1.7	5.3	0.1	0.9
Cc1cccc(C)c1NS(=O)(=O)c1ccc2[nH]c(=O)c(=O)[nH]c2c1	15.4	4.1	0.1	-1.1
CN1CCc2c(sc3nc(N)c(C(=O)NC4CC4)cc23)C1	16.4	0.4	-0.1	0.1
Cc1nn(-c2ccccc2)c2nc(-c3ccco3)cc(C(=O)O)c12	5.6	2.5	0.0	0.5
CN(C)c1ccc(-c2nc3ccccc3n2C)cc1	27.6	92.9*	0.5	-7.9
CCCCNC(=O)c1ccc(NS(=O)(=O)c2ccccc2)cc1	7.9	5.5	0.1	0.8
O=C1NC(=O)C(=Cc2ccc(OC(F)F)cc2)C(=O)N1	-7.6	14.1	-0.8	-1.0
COc1ccccc1OCCC(=O)OCC(=O)c1ccc(Cl)s1	-10.7	-2.9	0.0	0.7
Cc1cc(N2CCCC(CCC(=O)NCc3ccccc3F)C2)nc(N(C)C)n1 (stereo not drawn)	-6.1	-5.3	-0.1	-1.3
OCC(CO)(CO)N=Cc1cc(Cl)ccc1O	-7.6	4.2	0.0	0.1
CC(C)(C)C(=O)CSc1nc2c(sc(=S)n2-c2ccccc2)c(=O)[nH]1	-0.8	-14.2	-0.1	-0.2
Nc1ncnc(N/N=C/c2ccc(F)cc2)c1[N+](=O)[O-]	12.2	-8.0	-0.2	-1.0
N#C/C(=C\c1ccccc1)C(=O)OCCOC(=O)/C(C#N)=C/c1ccccc1	4.1	2.6	0.4	-0.9
CCCCOC(=O)C1=C(C)NC2=C(C(=O)CCC2)C1c1ccc(OCC)c(OC)c1 (stereo not drawn)	3.0	1.8	0.0	0.7
O=C(NC1CC1)c1nc(-c2ccc(Cl)cc2)n2c1CCCCC2	-8.6	-5.7	-0.2	3.8
CCc1cc(=O)[nH]c(-n2ncc(C(=O)NC3CCCC3)c2C)n1	-3.1	-6.8	-0.3	-0.4
COc1ccccc1OCC(=O)Nc1cc(C)ccc1NC(=O)c1ccco1	-13.1	-6.3	-0.1	0.2
CCc1cccc2c(C(=O)COC(=O)c3ccc(O)cc3)c[nH]c12	3.6	-32.8	-0.1	1.2
Cn1c(=O)cc(OCCCC(=O)Nc2ccccc2F)c2ccccc21	-3.0	-2.6	0.1	3.9
CCN(CC)c1ccc(C2C(C#N)=C(C)NC3=C2C(=O)CC(C)(C)C3)cc1 (stereo not drawn)	-3.0	3.5	0.1	-0.3
Cc1cc(C)c(/C=N/O)c(C)c1/C=N/O	16.8	7.7	0.7	-1.1
CCOC(=O)C1=C(O)/C(=C/c2ccco2)SC1=Nc1ccccc1	5.4	-7.5	-0.1	-0.3
COC(=O)C1=C(C)NC2=C(C(=O)CCC2)C1c1cccc(Oc2ccccc2)c1 (stereo not drawn)	-1.1	0.1	-0.1	0.3
Cc1ccc(NC(=O)CC2Sc3ccc(C(F)(F)F)cc3NC2=O)cc1 (stereo not drawn)	7.0	-6.9	-0.1	1.7
COC(=O)Nc1ccc(S(=O)(=O)Nc2ccnc(C)n2)cc1	-10.7	-0.6	-0.2	-0.6
FC(F)(F)c1cccc(CNc2nc(N3CCOCC3)nc3c2ncn3C2CCCCC2)c1	-0.4	3.9	0.0	1.5
